KDM5B inhibitor – inhibitors of human KDM5B histone demethylase; Q9UGL1; Potency, µM (top dose mostly 57.7 µM), for the others: top-dose activity change, negative = inhibition, most hits filed as inhibitors; KDM5B demethylase, FDH-coupled NADH fluorescence (FDH is formaldehyde dehydrogenase); AID 1347165; 220,000 compounds, 2.6% hits; active = well fitted inhibition curve with a large enough effect; inconclusive = small, poorly fitted or top-dose-only effect; inactive = no such curve, though single readings can be large or run the other way; note: 0% is about no effect; nearly all actives have a fitted effect of over 70% in size
Target sequence (Q9UGL1 whole entry, looked up): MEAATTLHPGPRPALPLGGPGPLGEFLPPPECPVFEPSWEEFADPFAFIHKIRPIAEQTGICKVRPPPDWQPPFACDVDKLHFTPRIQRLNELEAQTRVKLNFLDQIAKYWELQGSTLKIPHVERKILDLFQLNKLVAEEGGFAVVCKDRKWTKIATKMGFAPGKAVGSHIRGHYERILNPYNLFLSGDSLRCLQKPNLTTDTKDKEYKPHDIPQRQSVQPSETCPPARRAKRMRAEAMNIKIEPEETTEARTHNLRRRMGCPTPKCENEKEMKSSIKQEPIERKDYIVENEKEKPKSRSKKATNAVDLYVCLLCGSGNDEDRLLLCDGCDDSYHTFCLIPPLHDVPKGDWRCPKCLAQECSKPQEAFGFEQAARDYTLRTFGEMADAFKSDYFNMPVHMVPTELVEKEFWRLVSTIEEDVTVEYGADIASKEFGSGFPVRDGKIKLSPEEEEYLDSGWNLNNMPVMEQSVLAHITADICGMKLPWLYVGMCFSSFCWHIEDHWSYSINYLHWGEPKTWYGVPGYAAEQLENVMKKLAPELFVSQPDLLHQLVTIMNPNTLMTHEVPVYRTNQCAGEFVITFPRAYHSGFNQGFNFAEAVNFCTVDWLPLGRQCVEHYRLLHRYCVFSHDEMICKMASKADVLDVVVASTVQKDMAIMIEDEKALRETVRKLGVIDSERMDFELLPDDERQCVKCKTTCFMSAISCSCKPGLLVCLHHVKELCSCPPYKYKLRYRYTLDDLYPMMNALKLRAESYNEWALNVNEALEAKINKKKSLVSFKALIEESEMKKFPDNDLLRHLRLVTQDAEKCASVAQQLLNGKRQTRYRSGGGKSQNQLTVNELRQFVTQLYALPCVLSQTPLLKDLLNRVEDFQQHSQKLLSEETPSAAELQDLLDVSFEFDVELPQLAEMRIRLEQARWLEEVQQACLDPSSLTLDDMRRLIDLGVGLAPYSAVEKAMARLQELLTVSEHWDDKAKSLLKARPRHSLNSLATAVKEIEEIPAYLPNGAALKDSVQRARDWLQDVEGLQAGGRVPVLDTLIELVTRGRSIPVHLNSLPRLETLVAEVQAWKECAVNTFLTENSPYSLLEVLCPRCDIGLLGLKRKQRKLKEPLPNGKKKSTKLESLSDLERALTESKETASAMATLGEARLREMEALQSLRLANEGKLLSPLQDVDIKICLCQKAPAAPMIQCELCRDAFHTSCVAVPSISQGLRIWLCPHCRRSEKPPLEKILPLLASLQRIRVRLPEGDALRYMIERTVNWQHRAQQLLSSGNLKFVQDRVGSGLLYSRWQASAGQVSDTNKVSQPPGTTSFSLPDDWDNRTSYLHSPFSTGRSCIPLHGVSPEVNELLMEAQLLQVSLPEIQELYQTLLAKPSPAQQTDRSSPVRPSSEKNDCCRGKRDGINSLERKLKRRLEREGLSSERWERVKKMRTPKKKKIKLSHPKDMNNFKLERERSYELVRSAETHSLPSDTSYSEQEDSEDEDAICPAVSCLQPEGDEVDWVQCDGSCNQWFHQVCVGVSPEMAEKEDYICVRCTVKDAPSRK
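qHTS format, multiple compound concentrations. Buffer 50 mM HEPES pH 7.5/0.01% Tween-20; 200 nM KDM5BΔAP final; 10 min compound preincubation; substrate-mix levels 12.5 µM peptide, 25 µM α-KG, 0.25 mM NAD⁺; 30 min RT; ΔRFU.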
Starred values were filed as active, the others as inactive; [ ] = remark or other dose. Potency is the fitted concentration of half-maximal effect. An excerpt; count on the stated rates, not on these rows.

CC(C)N1C(=O)OCC12CCN(C(=O)c1ccc(Oc3ccccc3)cc1)C2 (configuration not stated) was read as KDM5B inhibitor 6%[86.2 µM].
`CCN1C(=O)CCC2(C(=O)Nc3ccc(C)c(F)c3)CCCC=C12` (configuration not stated) gave KDM5B inhibitor -2%.
`CCN1CC(C(=O)NCC2(c3ccccc3F)CCCC2)CC1=O` (configuration not stated) gave KDM5B inhibitor 26%.
Screening CC(=O)N1CCC(CC(=O)NCCc2ncc(C)n2C(C)C)CC1 returned KDM5B inhibitor 36%.
Cc1cccc(OCC(=O)NCc2nnc3ccc(-c4ccc(F)cc4)nn23)c1 was read as KDM5B inhibitor 35µM*.
For COc1ccc(CCN(C)C(=O)c2cccc(S(=O)(=O)NCc3ccccc3)c2)cc1OC the results were KDM5B inhibitor 18%.
Screening CCNC(=O)N1CCOc2ccc(CCC(=O)NCC3CC3)cc2C1 returned KDM5B inhibitor 6%.
`COCc1noc(-c2ccc(N(C)CC3CC(=O)N(C(C)(C)C)C3)nc2)n1` (configuration not stated) gave KDM5B inhibitor inconclusive.
Screening Cc1ccc(S(=O)(=O)NCC2CCC(C(=O)NCCCOC(C)C)CC2)cc1 (configuration not stated) returned KDM5B inhibitor -4%.
Screening COC(=O)c1ccc(CNC(=O)C(C)(C)c2ccccc2)cc1 returned KDM5B inhibitor 12%.
`Cc1nc2ncccn2c1C(=O)N1CCC(c2[nH]ncc2-c2ccccc2)CC1` gave KDM5B inhibitor 28µM*.
Screening CC(C)CC(NC(=O)/C(=C/c1ccccc1)NC(=O)c1ccccc1)C(=O)O (configuration not stated) returned KDM5B inhibitor -15%.
`N#CC(Cc1cccnc1)C(=O)Nc1ccccc1Cl` (configuration not stated) gave KDM5B inhibitor -3%.
`O=C(NC1CC1)[C@@H]1CN(Cc2ccc(Cl)cc2F)C[C@H]1CO` gave KDM5B inhibitor 0%.
Screening CNC(=O)[C@H]1C[C@H](Oc2cccnc2)CN1C(=O)NCc1ccc(C)cc1 returned KDM5B inhibitor -6%.
For Nc1nccnc1C(=O)Nc1cccc(NC(=O)c2ccccc2)c1 the results were KDM5B inhibitor -11%.
Screening O=C(NCc1n[nH]c(=S)n1-c1ccc(Cl)c(Cl)c1)c1ccco1 returned KDM5B inhibitor -9%.
CCOc1ccc(-c2nc(C3CC(=O)N(c4ccc(Cl)cc4)C3)no2)cc1 (configuration not stated) was read as KDM5B inhibitor 32µM*.
O=C1CC(c2noc(-c3ccc(F)cc3)n2)CN1c1ccc(F)c(Cl)c1 (configuration not stated) was read as KDM5B inhibitor -6%.
Screening O=C(Nc1ccccc1F)N1CC2CCC(C1)N2Cc1ccc(Cl)cc1 returned KDM5B inhibitor -1%[115 µM].
For c1ccc2ncc(CN3CCC[C@H]3c3nc(-c4ccc(OC5CCCCC5)nc4)no3)cc2c1 the results were KDM5B inhibitor inconclusive.
Screening COc1ccc(-c2nc(CSCC(=O)NC3CC3)c(C)o2)cc1OC returned KDM5B inhibitor inconclusive.
CCOC(=O)c1c(C)[nH]c(C)c1S(=O)(=O)N1CCC(C(=O)Nc2ccc(C)c(N(C)C)c2)CC1 was read as KDM5B inhibitor -4%.
Screening C1CCC(NCC2CCN(C3CC3)C2)C1 (configuration not stated) returned KDM5B inhibitor -16%.
Cc1cccc(-n2c(C)c(C)c3c2ncn2nc(-c4ccncc4)nc32)c1C was read as KDM5B inhibitor inconclusive.
N[C@H]1CO[C@H]2[C@@H]1OC[C@@H]2n1cc(-c2ccccc2)nn1 was read as KDM5B inhibitor 26%[115 µM].
Screening CCCN(C(=O)Cn1ncc2c(=O)oc3ccccc3c21)c1cccc(C)c1 returned KDM5B inhibitor -15%.
Screening CC[C@H]1CN(S(=O)(=O)c2ccc(OC)cc2)CC[C@H]1CC(=O)O returned KDM5B inhibitor -12%[86.2 µM].
COC(=O)CSc1sc(=O)sc1SC was read as KDM5B inhibitor 9%.
For C[C@H]1[C@@H]2[C@@H](O)C([C@H](C)C(=O)NCCN3CCOCC3)CC[C@@]2(C)CC[C@@H]1NC(=O)c1cnccn1 (some centres not stated) the results were KDM5B inhibitor -17%.
Screening Cc1ccc(C(=O)N/C(=C/c2ccc(-c3ccc([N+](=O)[O-])cc3)o2)C(=O)NCCCN(C)C)cc1 returned KDM5B inhibitor -1%.
O=C(c1ccccc1Cl)N1CCC2(CC1)CC(=O)N(c1ccccc1)c1ccccc1O2 was read as KDM5B inhibitor -7%.
Screening CC(NCc1cccnc1)C12CC3CC(CC(C3)C1)C2 (configuration not stated) returned KDM5B inhibitor 8%.
Screening Cc1ccc(C2Cn3nnc(C(=O)NC4CCCCC4)c3CO2)cc1 (configuration not stated) returned KDM5B inhibitor -14%.
Screening O=C(CSC1=Nc2ccccc2C2=NC(CC(=O)NC3CCCCC3)C(=O)N12)Nc1ccc(F)cc1 (configuration not stated) returned KDM5B inhibitor inconclusive.
For CCC(C)Oc1ccccc1C1CC(=O)NC2=C1C(=O)CC(C)(C)C2 (configuration not stated) the results were KDM5B inhibitor 21%.
CCOc1ccc(NC(=O)c2nc3nc(C)cc(C(F)F)n3n2)cc1 was read as KDM5B inhibitor -4%.
`O=C(Nc1cccc(C(=O)OCc2cc(=O)n3nc(C4CC4)sc3n2)c1)c1ccc(F)cc1` gave KDM5B inhibitor 13%.
CCc1cccc(NC(=O)Cn2c(COc3ccc(OC)cc3)nc(C)c(CCO)c2=O)c1 was read as KDM5B inhibitor -11%.
`CN(C)CCNC(=O)c1cc(-c2ccccn2)nc2ccccc12` gave KDM5B inhibitor -9%.
O=C(Cc1ccc(F)cc1)NCc1nnc2c(-c3nc(C4CC4)no3)cccn12 was read as KDM5B inhibitor 32µM*.
`O=S(=O)(NC[C@H]1OC[C@@H](NCc2ccccn2)[C@@H]1O)c1ccccc1` gave KDM5B inhibitor 10%[86.2 µM].
For Cc1nn2c(=O)cc(COC(=O)c3ccc(NC(=O)CCc4ccccc4)cc3)nc2s1 the results were KDM5B inhibitor 1%.
CCSc1ncc(Cl)c(C(=O)Nc2sc(C(C)=O)c(C)c2C(=O)OC)n1 was read as KDM5B inhibitor 1%.
CCOC(=O)c1cc(NC(=O)c2ccc(C(C)(C)C)cc2)c(=O)n2c1oc1cc(Cl)ccc12 was read as KDM5B inhibitor inconclusive.
CCN(C(=O)c1ccc2[nH]c(C)c(C)c2c1)C1CCS(=O)(=O)C1 (configuration not stated) was read as KDM5B inhibitor 19%.
For CCc1ccc2oc(C(=O)N(Cc3ccc(C(C)C)cc3)C3CCS(=O)(=O)C3)cc(=O)c2c1 (configuration not stated) the results were KDM5B inhibitor -24%.
O=C(N[C@H]1C[C@H]2C(=O)NC[C@@H](CCC(=O)N3CCCCC3)N2C1)c1cccs1 was read as KDM5B inhibitor -40%[86.2 µM].
Screening O=C(NC1CCCCC1)N1CCCCCC1CN1CCCC1 (configuration not stated) returned KDM5B inhibitor inconclusive.
CCc1ccc(NC(=O)C(C)C2CCOCC2)cc1 (configuration not stated) was read as KDM5B inhibitor 1%.
Screening COc1cc(C(Nc2ccccn2)c2c(NC(=O)c3ccco3)sc(C)c2C)cc(OC)c1OC (configuration not stated) returned KDM5B inhibitor -6%.
Screening CCC(=O)N1CCc2cc(S(=O)(=O)NC(C(=O)NCc3ccc(OC)cc3)C(C)C)ccc21 (configuration not stated) returned KDM5B inhibitor -21%.
CC(C)c1nnc(C2CN(C(=O)c3ccc(OC(F)(F)F)cc3)CC23CCOCC3)o1 (configuration not stated) was read as KDM5B inhibitor 14%.
Screening O=C(CCc1ccccc1)NCc1nc2cccnc2n1Cc1ccc(F)cc1 returned KDM5B inhibitor -26%.
Screening CN(Cc1ccccc1F)Cc1ccccc1F returned KDM5B inhibitor 8%[115 µM].
Screening Cc1ccc(S(=O)(=O)N2CCN(c3nc(-c4ccccc4)nc4ccccc34)CC2)cc1 returned KDM5B inhibitor -2%.
For Cc1ccc(/C=C(/C#N)c2nc3ccccc3[nH]2)o1 the results were KDM5B inhibitor inconclusive.
For Cn1c(=O)[nH]c(=O)c2c1nc(CN1CCOCC1)n2Cc1ccccc1 the results were KDM5B inhibitor 13%.
Screening Cc1cccc(CNC(=O)COc2ccc(NC(=O)C3CC3)cn2)c1 returned KDM5B inhibitor -7%.
`COc1ccc(C(=O)OCc2nnc(-c3ccccc3)o2)cc1S(=O)(=O)N1CCCCC1C` (configuration not stated) gave KDM5B inhibitor -3%.
For CCOC(=O)NNC(=S)NCC1CCCO1 (configuration not stated) the results were KDM5B inhibitor 16%.
`O=C1CN(C(=O)CNCc2cccc(Cl)c2)c2ccccc2N1` gave KDM5B inhibitor inconclusive.
Screening CC(C)Oc1ccc(Cn2c(=O)oc3ccccc32)cc1 returned KDM5B inhibitor 19%.
Cc1ccc(-c2nnc(C3CN(C(=O)c4cccnc4C)CC34CCOCC4)o2)cc1 (configuration not stated) was read as KDM5B inhibitor -16%.
Cc1ccc(CNC(=O)Cn2c(=O)cc(C)c3c(C)nn(-c4cccc(F)c4)c32)cc1 was read as KDM5B inhibitor -1%.
O=C(Cc1cccn1-c1ccc(F)cc1)NC1CCCC1 was read as KDM5B inhibitor -27%.
CCCc1cc(=O)oc2cc(OC(=O)CN3C(=O)NC4(CCCC4)C3=O)ccc12 was read as KDM5B inhibitor inactive.
`Cc1cc(NC(=O)CSc2nccn2-c2cccc(Cl)c2)no1` gave KDM5B inhibitor inconclusive.
O=C(O)CCCc1c(-c2ccccn2)[nH]c2ccc(Cl)cc12 was read as KDM5B inhibitor -22%.
Screening O=C(CC1CCOCC1)N1CCN(C(=O)c2ccco2)CC1 returned KDM5B inhibitor -17%.
Cc1cc(C[C@@H]2COC[C@@H]2NC(=O)c2cnn(-c3ccccc3)c2)on1 was read as KDM5B inhibitor -11%.
For O=C1N(c2ccccc2)c2ccccc2C12CCN([S+](=O)([O-])c1ccccc1)C2 (configuration not stated) the results were KDM5B inhibitor 1%[115 µM].

Reprinted at random: two entries already listed
Screening CC(C)Oc1ccc(Cn2c(=O)oc3ccccc32)cc1 returned KDM5B inhibitor 19%.
Cc1ccc(-c2nnc(C3CN(C(=O)c4cccnc4C)CC34CCOCC4)o2)cc1 (configuration not stated) was read as KDM5B inhibitor -16%.

Returning to the listing, starting six compounds before the break.
CCCc1cc(=O)oc2cc(OC(=O)CN3C(=O)NC4(CCCC4)C3=O)ccc12 was read as KDM5B inhibitor inactive.
`Cc1cc(NC(=O)CSc2nccn2-c2cccc(Cl)c2)no1` gave KDM5B inhibitor inconclusive.
O=C(O)CCCc1c(-c2ccccn2)[nH]c2ccc(Cl)cc12 was read as KDM5B inhibitor -22%.
Screening O=C(CC1CCOCC1)N1CCN(C(=O)c2ccco2)CC1 returned KDM5B inhibitor -17%.
Cc1cc(C[C@@H]2COC[C@@H]2NC(=O)c2cnn(-c3ccccc3)c2)on1 was read as KDM5B inhibitor -11%.
For O=C1N(c2ccccc2)c2ccccc2C12CCN([S+](=O)([O-])c1ccccc1)C2 (configuration not stated) the results were KDM5B inhibitor 1%[115 µM].
For c1cncc(-c2nc(CCNc3ncncn3)cs2)c1 the results were KDM5B inhibitor -7%.
For COc1cccc(NC(=O)COC(=O)c2ccc3ccccc3n2)c1 the results were KDM5B inhibitor -14%.
For Cc1ccc(-n2nc(C)c3c(C(=O)NC4CCN(Cc5ccccc5)CC4)cc(C)nc32)cc1 the results were KDM5B inhibitor -25%.
Screening Cc1c(-c2ccccc2)oc2c(C(=O)NC3CCN(C(C)C)CC3)cccc2c1=O returned KDM5B inhibitor -13%.
`COc1cccc(C(=O)n2ccc(-c3cccs3)n2)c1` gave KDM5B inhibitor -5%.
Screening CC(=O)Nc1nnc(SCc2cc(=O)c(OC(=O)c3ccccc3)co2)s1 returned KDM5B inhibitor 26%.
Screening Brc1ccc(-c2noc(Cc3cccs3)n2)o1 returned KDM5B inhibitor inconclusive.
Screening Clc1cccc(CNc2nc(-c3cccnc3)nc3ccccc23)c1 returned KDM5B inhibitor inconclusive.
NS(=O)(=O)c1ccc(N2CCOCC2)c(C(=O)NCCCSc2ccccc2)c1 was read as KDM5B inhibitor 24%.
Screening CCN1CC2(CCN(C(=O)c3cccc(N4CCOCC4)c3)CC2)OC1=O returned KDM5B inhibitor 20%.
O=C(O)[C@H]1C[C@@H](C(=O)NCc2ccncc2)CN(C(=O)C2CC2)C1 was read as KDM5B inhibitor -4%.
Screening COc1ccccc1C(=O)N1C[C@@H]2CCCN3CCC[C@@H]([C@H]23)[C@H]1CCCC(=O)N1CCOCC1 returned KDM5B inhibitor 21%.
Screening COc1ccc(C2(C(=O)NC3CCc4n[nH]c(=O)n4CC3)CCCCC2)cc1 (configuration not stated) returned KDM5B inhibitor 15%.
Screening O=C1CCCN1CCCN1C(=O)[C@H]2CN(Cc3cccc(F)c3F)C[C@H]2C1=O returned KDM5B inhibitor 12%.
Screening COc1ccccc1-c1cc(C(=O)Nc2c(C)nn(Cc3ccc(Cl)cc3)c2C)no1 returned KDM5B inhibitor 13%.
`COc1ccc(/C=C/c2nc(C#N)c(NCc3ccc4c(c3)OCO4)o2)cc1OC` gave KDM5B inhibitor inconclusive.
Screening CN1C[C@@H](NS(=O)(=O)c2ccccc2)C[C@H]1c1nc(-c2ccccn2)no1 returned KDM5B inhibitor -12%[86.2 µM].
Screening O=C1COCC2(CN1)CN(c1ccc(Oc3ccccc3)cc1)C2 returned KDM5B inhibitor inconclusive.
Cc1cc(Nc2ccc(C)c(Cl)c2)n2nc(-c3ccccc3)nc2n1 was read as KDM5B inhibitor -1%.
`COc1ccc(-c2nc(C(C)C)nc3c2CCN(C(=O)c2ccccc2F)CC3)cc1` gave KDM5B inhibitor -25%.
COc1ccccc1OC(C)C(=O)Nc1ccc(S(=O)(=O)N2CCN(C)CC2)cc1 (configuration not stated) was read as KDM5B inhibitor 14%.
For CCOc1cc(N)c(C#N)cc1OCC the results were KDM5B inhibitor -38%.
For COC1CCC12CCN(C(=O)Cc1cccc(F)c1)CC2 (configuration not stated) the results were KDM5B inhibitor 24%.

Assay outcomes as filed in PubChem.
